Assay outcomes deposited in PubChem by several laboratories.
ABCG2 inh = human ABCG2 inhibition, ABCB1 as counter-screen; IgMXP3 cells, JC-1 efflux, flow cytometry; AID 1325; Q9UNQ0; 190,000 tested, 0.1% active; inhibition, % at 6.6 µM;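 active means inhibition above 80%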;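 further: 0% = DMSO and 100% = nicardipine control wells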
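Test system: IgMXP3 (ABCG2) plus far-red-tagged CCRF-Adr (ABCB1) cells. Reagent: JC-1 dye as substrate. Timing: 10 min exposure at 25 °C with rotation, no wash. Measured by: flow cytometric JC-1 green MFI at 530 nm. Read-out: percent efflux inhibition, scaled nicardipine 100% to DMSO 0%. Control set: nicardipine and DMSO wells.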
Cdc42 wt = human Cdc42 wildtype GTP binding change, either direction. GST-Cdc42 beads, Bodipy-GTP binding, flow cytometry; actives lie on both sides. P60953. 190,000 tested, 0.2% active. percent activity (GTP binding), % at 10 µM;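 active means percent activity GTP binding at least 20 points away from the 100% baseline, either down as inhibitor or up as activator; inconclusive means compound flagged as likely green fluorescent from well-wide comparison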;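 further: median bead fluorescence of bound Bodipy-FL-GTP at 100 nM; 0% = excess unlabeled GTP control and 100% = no compound control; below 100% means less GTP binding so inhibitor and above means activator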
Rac1 act GTP bind = alters GTP binding to activated mutant human Rac1. AID 764. 190,000 tested, 0.11% active. percent activity (GTP binding), % at 10 µM. GST-Rac1 activated beads, fluorescent GTP binding, flow cytometry; actives lie on both sides; 100% means binding = to untreated wells. P63000;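 active means GTP binding at least 20 percentage points away from the 100% baseline, in either direction, so actives lie on both sides; inconclusive means Compound likely fluorescent itself, or too few beads counted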
Rab2A wt mod = changes GTP binding to wildtype dog Rab2A, up or down; 190,000 tested, 0.19% active; GST-Rab2 wt beads, Bodipy-GTP binding, flow cytometry; AID 760; GTP binding activity, % at 10 µM; P61105;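 active means GTP binding activity at least 20 points away from 100%, either lowered or raised; inconclusive means signal likely due to the compound's own green fluorescence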;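 further: 0% = beads with excess unlabeled GTP and 100% = no-compound control corrected for plate trend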
Rab7 wt GTP bind = alters GTP binding to wildtype dog Rab7; GST-Rab7 beads, fluorescent GTP binding, flow cytometry; actives lie on both sides; untreated = 100%, excess cold GTP = 0%; GTP binding activity (percent of control), % at 10 µM; 190,000 tested, 0.055% active; AID 758;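 active means fluorescent GTP binding to Rab7 beads changed by at least 20 points from the 100% baseline, either direction, mostly lower; inconclusive means compound itself probably fluorescent, or too few beads counted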;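 further: median green fluorescence of bound Bodipy-FL-GTP per Rab7 bead population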
ABCB1 block = inhibitors of human ABCB1 transporter, ABCG2 counter-screen. P08183. CCRF-Adr cells, JC-1 efflux, flow cytometry. inhibition, % at 6.6 µM. 190,000 tested, 0.067% active; in the data active means inhibition above about 40%;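 further: 0% = vehicle and 100% = reference inhibitor; higher value means more JC-1 retained so stronger ABCB1 efflux block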
Target sequence (P08183 whole entry, looked up): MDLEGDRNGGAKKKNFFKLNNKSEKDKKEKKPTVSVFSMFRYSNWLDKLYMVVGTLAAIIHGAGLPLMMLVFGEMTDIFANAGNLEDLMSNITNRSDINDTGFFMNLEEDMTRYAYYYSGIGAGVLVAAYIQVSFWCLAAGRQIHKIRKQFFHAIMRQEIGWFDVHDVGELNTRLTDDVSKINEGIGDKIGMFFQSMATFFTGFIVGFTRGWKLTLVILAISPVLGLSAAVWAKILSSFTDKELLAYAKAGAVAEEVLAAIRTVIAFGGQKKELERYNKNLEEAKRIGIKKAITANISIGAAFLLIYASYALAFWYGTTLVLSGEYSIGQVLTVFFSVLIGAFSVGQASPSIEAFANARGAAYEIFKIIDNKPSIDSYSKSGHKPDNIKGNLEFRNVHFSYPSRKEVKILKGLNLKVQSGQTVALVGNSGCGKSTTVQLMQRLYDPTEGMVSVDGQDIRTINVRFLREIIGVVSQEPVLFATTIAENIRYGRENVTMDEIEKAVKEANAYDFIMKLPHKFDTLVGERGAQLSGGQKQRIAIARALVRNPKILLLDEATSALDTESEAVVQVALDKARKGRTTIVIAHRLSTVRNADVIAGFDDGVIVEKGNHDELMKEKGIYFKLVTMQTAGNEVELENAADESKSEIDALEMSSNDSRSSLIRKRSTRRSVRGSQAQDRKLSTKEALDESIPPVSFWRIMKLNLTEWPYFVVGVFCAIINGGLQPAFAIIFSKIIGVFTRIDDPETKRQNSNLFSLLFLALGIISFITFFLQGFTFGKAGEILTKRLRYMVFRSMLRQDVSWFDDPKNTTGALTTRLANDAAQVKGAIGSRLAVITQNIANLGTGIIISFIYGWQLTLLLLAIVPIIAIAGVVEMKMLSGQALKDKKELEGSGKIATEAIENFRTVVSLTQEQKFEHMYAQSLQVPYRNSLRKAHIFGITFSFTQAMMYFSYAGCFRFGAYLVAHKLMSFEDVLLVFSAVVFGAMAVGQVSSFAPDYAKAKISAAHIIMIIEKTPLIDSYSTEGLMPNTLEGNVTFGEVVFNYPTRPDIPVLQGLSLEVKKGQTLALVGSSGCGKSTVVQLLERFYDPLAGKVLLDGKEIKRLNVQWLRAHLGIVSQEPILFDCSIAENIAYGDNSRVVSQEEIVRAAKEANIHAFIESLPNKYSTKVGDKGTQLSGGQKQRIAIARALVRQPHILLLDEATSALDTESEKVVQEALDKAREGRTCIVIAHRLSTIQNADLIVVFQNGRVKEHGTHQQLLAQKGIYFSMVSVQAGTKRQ
Rac1 wt modul = alters GTP binding to wildtype human Rac1 | GST-Rac1 beads, fluorescent GTP binding, flow cytometry; actives lie on both sides; 0 = cold GTP competed, 100 = untreated | GTP binding activity (% of control), % at 10 µM | AID 757 | 190,000 tested, 0.27% active;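 active means GTP binding activity at least 20 points away from the 100% control level, either lower or higher; inconclusive means compound flagged as likely green fluorescent, judged across all proteins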
HRas wt GTP = changes GTP binding to wildtype human HRas. P01112. GST-Ras wt beads, Bodipy-FL-GTP binding, flow cytometry; actives lie on both sides. GTP binding activity, % at 10 µM. 190,000 tested, 0.14% active. AID 759;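 active means GTP binding activity at least 20% away from the 100% baseline, either lowered as inhibitor or raised as activator; inconclusive means flagged as likely green fluorescent, judged across all proteins in the well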;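 further: 0% = unlabeled GTP competition control and 100% = no-compound control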
Mcl1-Noxa inh = Mcl-1/Noxa interaction inhibition; inhibition, % at 21.7 µM; 220,000 tested, 1.5% active; Q07820; AID 1022; TR-FRET Mcl-1/Noxa peptide binding, 2 h;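 active means compounds that cut the protein-peptide binding signal by more than 50% relative to plate controls in a single-dose test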;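 further: His-tagged Mcl-1 with rhodamine Noxa BH3 peptide and terbium anti-His antibody; 0% = Mcl-1 plus Noxa peptide wells and 100% = peptide-only wells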
Pf gamet viab = P. falciparum stage V gametocyte viability inhibition. P. falciparum stage V gametocytes, ATP luminescence, 24 h. inhibition, % at 10.9 µM. 150,000 tested, 0.065% active. AID 743093;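 active means inhibition above the mean plus 3 SD of compounds within the control limits, set per campaign, cut at about 38% in these data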;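 further: 0% = DMSO wells and 100% = medium only without gametocytes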
Avidin fluor = avidin bead compound fluorescence profile; 220,000 tested, 0.38% active; AID 1775; fluorescence (KMESF) at 10 µM; Avidin beads, compound fluorescence 488/530 nm, flow cytometry; stronger effect = higher value; in the data active means fluorescence above about 47; further: inactives centre near 10
* hit, by the source's call; ? = inconclusive; . = not tested or not shown.

Each structure is followed by: ABCG2 inh, Cdc42 wt, Rac1 act GTP bind, Rab2A wt mod, Rab7 wt GTP bind, ABCB1 block, Rac1 wt modul, HRas wt GTP, Mcl1-Noxa inh, Pf gamet viab, Avidin fluor
[1] O=C(NCc1ccco1)C1CCCCN1S(=O)(=O)c1ccc(F)cc1 (centres undefined)
→ 1.7, 103.0, 101.0, 99.0, 97.0, 0.5, 102.0, 99.0, 1.3, 13.4, 30
[2] CC1=CC(=O)C=CC1(C)C(Cl)Cl (centres undefined)
→ 2.9, 100.0, 97.0, 95.0, 94.0, 0.8, 98.0, 98.0, 1.2, 13.2, 10
[3] CS(=O)(=O)N(Cc1ccc(Cl)cc1)c1ccc(C(=O)N/N=C/c2cc3ccccc3nc2Cl)cc1
→ -2.3, 98.0, 93.0, 92.0, 96.0, -0.3, 94.0, 93.0, -5.7, -1.8, 13
[4] COc1ccc(OCC(O)Cn2c(Nc3ccccc3)nc3c2c(=O)n(C)c(=O)n3C)cc1 (centres undefined)
→ 1.4, 99.0, 97.0, 99.0, 100.0, 0.3, 101.0, 100.0, 32.1, ., 7
[5] CCOC(=O)CSc1ccc2nnc(CCNS(=O)(=O)c3ccccc3)n2n1
→ 2.2, 100.0, 99.0, 98.0, 95.0, 0.1, 101.0, 98.0, 0.5, 6.6, 6
[6] CSc1nnc(NC(=O)CCc2ccccc2)s1
→ 5.3, 103.0, 100.0, 101.0, 100.0, 0.8, 103.0, 101.0, 34.8, 3.9, 37
[7] CS(=O)(=O)N1CCN(c2ccc([N+](=O)[O-])c(N3CCOCC3)c2)CC1
→ 4.9, 107.0, 98.0, 101.0, 99.0, 0.9, 107.0, 103.0, 4.5, ., 28
[8] O=C(NCc1ccco1)c1c[nH]c2ccc(S(=O)(=O)N3CCOCC3)cc2c1=O
→ -1.7, 99.0, 97.0, 94.0, 96.0, -0.2, 99.0, 98.0, 3.9, ., 9
[9] COC(=O)c1sc(S(=O)(=O)N2CCC(C(N)=O)CC2)c(C(=O)OC)c1C
→ 0.6, 97.0, 98.0, 97.0, 99.0, 0.0, 100.0, 98.0, -2.7, ., 24
[10] COc1cc2c(cc1NC(=O)c1ccccc1F)CCCC2
→ 4.5, 100.0, 101.0, 100.0, 100.0, 0.3, 102.0, 99.0, 13.8, -12.5, 4
[11] Cc1cc2c(c(Sc3ccccc3)n1)C(=O)OC2
→ 3.3, ?, ?, ?, ?, 0.3, ?, ?, 17.1, 5.1, 4
[12] Cc1ccc2oc(=O)n(CCOc3ccccc3Cl)c2c1
→ 3.5, 97.0, 97.0, 98.0, 97.0, 1.4, 96.0, 97.0, 14.1, ., 7
[13] COc1ccc(/C(O)=C2/C(=O)C(=O)N(CCN(C)C)C2c2ccccc2)cc1Cl (centres undefined)
→ 8.2, 103.0, 99.0, 100.0, 103.0, 0.1, 104.0, 101.0, 21.8, ., 10
[14] CCC(=O)N(CC)c1nc(-c2ccc(OC)cc2)cs1
→ 3.6, 99.0, 97.0, 96.0, 95.0, 0.8, 100.0, 100.0, -2.7, ., 22
[15] COc1ccc([N+](=O)[O-])cc1NC(=O)C(C)Sc1ccccc1 (centres undefined)
→ 61.8, 99.0, 102.0, 102.0, 103.0, 4.3, 104.0, 103.0, 0.8, 5.2, 4
[16] O=C(NC1CCCC1)C(c1ccc(O)cc1)N(CC1CCCO1)C(=O)C1COc2ccccc2O1 (centres undefined)
→ 1.5, 101.0, 98.0, 105.0, 109.0, 0.6, 102.0, 101.0, 12.2, 2.6, 18
[17] COc1ccc(-c2cc(=O)n(-c3ccc([N+](=O)[O-])cc3)[nH]2)cc1
→ -0.5, 95.0, 96.0, 91.0, 93.0, -1.5, 95.0, 93.0, 8.9, -31.0, 6
[18] COC(=O)Cc1c(C)nc2nc(NCc3c(F)cccc3Cl)[nH]n2c1=O
→ -4.2, 105.0, 100.0, 106.0, 102.0, 0.5, 106.0, 103.0, -0.3, -16.0, 15
[19] O=C(NC1CCN(Cc2ccccc2)CC1)C1CCN(S(=O)(=O)c2cccc3nsnc23)CC1
→ 0.2, 103.0, 101.0, 102.0, 100.0, 0.0, 104.0, 102.0, 9.7, 0.5, 9
[20] COc1cc(/C=C(\C#N)c2nc3ccccc3[nH]2)cc(Br)c1OCc1ccccc1
→ -0.1, 98.0, 97.0, 94.0, 98.0, 0.1, 104.0, 98.0, 29.9, 6.7, 20
[21] N#CC(Cc1ccccc1OC(F)F)c1nc2ccccc2[nH]1 (centres undefined)
→ 2.0, 98.0, 100.0, 96.0, 98.0, 0.3, 104.0, 99.0, -3.9, -22.1, 4
[22] Cc1ccc(-c2cc(C#N)c(=O)n(Cc3c(Cl)cccc3Cl)c2)cc1
→ 19.4, 102.0, 100.0, 101.0, 104.0, 1.8, 108.0, 103.0, -31.6, 20.0, 11
[23] Cc1cccc(C(=O)O/N=C(\N)Cc2ccc([N+](=O)[O-])cc2)c1
→ 2.5, 100.0, 98.0, 98.0, 99.0, 0.5, 99.0, 99.0, 12.5, ., 36
[24] COc1ccc(OCCCc2c(C)n[nH]c2C)cc1
→ 4.1, 106.0, 102.0, 102.0, 103.0, 0.4, 110.0, 102.0, 36.9, ., 13
[25] N#Cc1c(Nc2ccccc2)c(/C=N/N=C/c2ccccc2)c[nH]c1=O
→ 0.9, 81.0, 88.0, 81.0, 81.0, 0.2, 75.0*, 76.0*, 10.5, ., 15
[26] COc1ccc(S(=O)(=O)N2CCCC2C(=O)Nn2cnnc2)cc1 (centres undefined)
→ 3.1, 106.0, 102.0, 104.0, 100.0, 1.0, 105.0, 104.0, -14.2, ., 6
[27] COCCNC(=O)c1ccc(N2CCCCC2)c(NS(=O)(=O)c2ccc(C)cc2)c1
→ 13.6, 100.0, 100.0, 102.0, 100.0, 2.6, 105.0, 100.0, -16.9, ., 13
[28] COc1ccc(CN(C)C(C)C(=O)Nc2ccc([N+](=O)[O-])cc2Cl)cc1OC (centres undefined)
→ 13.7, 100.0, 98.0, 96.0, 95.0, 6.8, 102.0, 98.0, 13.8, -1.8, 13
[29] CCC(=O)NC(=S)Nc1ccc(NC(=O)c2ccc(Br)o2)cc1
→ 12.6, 99.0, 99.0, 98.0, 97.0, 2.9, 97.0, 98.0, 9.8, ., 10
[30] NNc1ccc(Cc2ccc(Cl)cc2Cl)nn1
→ 2.0, 95.0, 95.0, 99.0, 98.0, 0.1, 96.0, 94.0, 8.3, 3.1, 8
[31] C#Cc1ccc([C@H]2C=C(C(=O)NCc3ccccc3)O[C@@H](OCC)[C@@H]2CCCO)cc1
→ 0.7, 98.0, 96.0, 97.0, 94.0, 1.1, 98.0, 96.0, -7.2, ., 6
[32] Cc1nnsc1SCC(=O)O
→ -0.8, 107.0, 102.0, 105.0, 103.0, -0.1, 106.0, 104.0, 10.9, ., 12
[33] C=CCN(C(=O)CNC(=O)c1ccco1)C(C(=O)NC1CCCC1)c1cccs1 (centres undefined)
→ 0.1, 97.0, 97.0, 99.0, 103.0, 0.2, 101.0, 98.0, -21.2, -97.7, 11
[34] CCOC(=O)c1nc(S(C)(=O)=O)ncc1N1CCOCC1
→ -0.4, 105.0, 102.0, 105.0, 99.0, -0.4, 104.0, 103.0, -8.3, ., 8
[35] C=CC(=C)CC(NC)c1ccccc1 (centres undefined)
→ -0.6, 99.0, 101.0, 101.0, 100.0, -0.1, 106.0, 99.0, 0.1, ., 11
[36] COC(=O)c1ccccc1NC(=O)CN1CCC(C(=O)c2ccc3c(c2)OCCO3)CC1
→ 4.1, 96.0, 93.0, 92.0, 94.0, 0.6, 97.0, 96.0, -16.2, ., 9
[37] O=C(Cc1cccs1)NNC(=S)NCc1ccco1
→ -0.6, 93.0, 92.0, 94.0, 95.0, -0.1, 97.0, 95.0, -2.1, 21.7, 7
[38] O=c1c2c(nc3cc(-c4ccccc4)[nH]n13)CCS2
→ 0.1, 97.0, 94.0, 96.0, 99.0, 0.0, 99.0, 99.0, 60.5*, ., 5
[39] COC(=O)c1ccc2c(=O)n(CCCCCC(=O)NC(C)C)c(=O)[nH]c2c1
→ 2.2, 97.0, 96.0, 97.0, 95.0, 0.2, 100.0, 96.0, -4.7, 6.9, 12
[40] Cc1csc(SCC(=O)N(C)CC(=O)Nc2ccc(F)cc2)n1
→ 5.5, 95.0, 95.0, 95.0, 93.0, 1.1, 97.0, 97.0, 6.3, ., 9
[41] COc1cc2c(cc1OC)C(C)N(C(=O)c1ccc(Br)o1)CC2 (centres undefined)
→ 26.4, 97.0, 101.0, 99.0, 96.0, 1.9, 105.0, 100.0, 7.4, -29.5, 6
[42] Cc1cccc2sc(NNC(=O)c3cc(-c4cccs4)nc4ccccc34)nc12
→ -2.6, 97.0, 93.0, 95.0, 98.0, -1.3, 99.0, 97.0, -43.4, ., 5
[43] Nc1n[nH]c(N)c1N=Nc1ccc(Cl)cc1Cl
→ -1.3, 98.0, 98.0, 96.0, 106.0, -0.3, 99.0, 98.0, 0.9, ., 0
[44] COc1ccc(NC(=O)CSc2nccn2-c2cccc(OC)c2)cc1
→ 2.8, 100.0, 100.0, 103.0, 99.0, 0.6, 106.0, 103.0, 15.8, -18.1, 6
[45] O=C(COC(=O)c1ccc(=O)n(Cc2ccccc2)n1)Nc1ccc2c(c1)OCCO2
→ 3.1, 106.0, 101.0, 105.0, 101.0, 0.5, 103.0, 104.0, 19.6, ., 15
[46] CCN1CCc2c(C#N)c(N3CCOCC3)nc(NCCO)c2C1
→ 0.4, 107.0, 101.0, 106.0, 98.0, 0.2, 104.0, 105.0, 1.8, ., 8
